tim23-1 inh: tim23-1 yeast growth inhibition; actives 1.3% (n = 330,000); inhibition, % at 20 µM; S. cerevisiae tim23-1 growth, BacTiter-Glo luminescence, 24 h; AID 463212;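 active = growth inhibition of the mutant yeast at or above 50%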;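 note: temperature-sensitive mutant grown at 25 °C; plate controls were DMSO-treated mutant yeast for no effect and medium wells lacking yeast for full effect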
beta cell repl: MIN6 beta-cell proliferation induction; MIN6 cells proliferation, ATPlite luminescence, 48 h; cells starved in 0.2% serum; 100% = growth in 10% serum; proliferation, % at 10 µM; actives 0.29% (n = 330,000); AID 2380;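 active = compounds whose signal lies at least 3.5 SD above the mean of all wells on their plate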;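 note: 0% = DMSO-treated cells in low-serum medium and 100% = 10% serum control; some compounds called inactive have numbers as strong as hits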
NR3A LBD binder: modulates the human NR3A ligand-binding domain; AID 1259313; NR3A LBD differential scanning fluorimetry, Tm shift; 0% = protein alone, 100% = glycine-bound protein; actives 2.5% (n = 340,000); Tm shift relative to glycine control, % at 25 µM;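 active = melting temperature shift of at least 10% of the positive control shift, at one fixed dose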
TIM10 inh: growth inhibitors of TIM10 yeast strain | AID 463195 | S. cerevisiae TIM10 strain growth, BacTiter-Glo luminescence, 24 h | inhibition, % at 10 µM | actives 1.4% (n = 330,000);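 active = inhibition of 40% or more at the single tested concentration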;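 note: wild-type TIM10 isogenic control strain grown at permissive 25 °C; 0% = DMSO yeast wells and 100% = minimal medium wells without yeast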
MPTP block: permeability transition pore inhibition. isolated mouse mitochondria, Ca2+ swelling absorbance, 30 min. AID 602449. inhibition, % at 10 µM. actives 1.4% (n = 360,000);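 active = inhibition of 50% or more, scaled per plate between neutral and stimulator controls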;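 note: 0% = DMSO wells given calcium and 100% = 1 mM EGTA wells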
NLRP3 yeast inh: NALP3 inhibition in yeast; Yeast reconstituted NLRP3/ASC/caspase-1, beta-gal luminescence, 24 h; actives 0.39% (n = 330,000); inhibition, % at 10 µM;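 active = inhibition of 50% or more; inactive = inhibition below 50%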;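 note: plate controls were induced DMSO wells for no effect and uninduced yeast grown without galactose for full effect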
APJ antag: blocks the human apelin receptor APJ. P35414. CHO-K1 APJ beta-arrestin complementation, luminescence. inhibition, % at 20 µM. actives 0.32% (n = 330,000). AID 2521;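 active = inhibition above about 40% at 20 µM, limit read from the data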;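 note: cells challenged with 10 nM apelin-13 agonist together with compound; plate controls were apelin-13 plus DMSO wells for no effect and DMSO wells lacking apelin-13 for full effect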
Target sequence (P35414 whole entry, looked up): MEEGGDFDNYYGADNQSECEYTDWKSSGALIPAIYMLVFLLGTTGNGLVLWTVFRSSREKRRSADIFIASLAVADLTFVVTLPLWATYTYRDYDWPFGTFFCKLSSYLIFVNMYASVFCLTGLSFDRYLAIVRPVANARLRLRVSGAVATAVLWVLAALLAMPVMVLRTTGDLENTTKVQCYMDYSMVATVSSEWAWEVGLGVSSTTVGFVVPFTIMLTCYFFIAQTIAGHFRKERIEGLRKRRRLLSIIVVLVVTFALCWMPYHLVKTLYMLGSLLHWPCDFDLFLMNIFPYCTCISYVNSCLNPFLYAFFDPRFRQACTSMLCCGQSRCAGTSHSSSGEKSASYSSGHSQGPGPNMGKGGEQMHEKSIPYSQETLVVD
tim10-1 inh: tim10-1 yeast growth inhibition | S. cerevisiae tim10-1 ts strain growth, BacTiter-Glo, 24 h | inhibition, % at 20 µM | actives 2.2% (n = 330,000);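 active = inhibition of at least 40%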;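 note: mutant grown at 25 °C; 0% = DMSO wells with yeast and 100% = wells holding no yeast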
APJ ag: APJ receptor agonism; CHO-K1 APJ PathHunter beta-arrestin, luminescence; 0% DMSO wells, 100% apelin; activation, % at 20 µM; actives 0.11% (n = 330,000); AID 2520;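 active = activation more than six SD over the plate average, tested at 20 µM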;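 note: 0% = DMSO alone and 100% = apelin-13 at 10 nM; some results filed as inactive read as strong as hits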
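assay system = CHO-K1 APJ beta-arrestin complementation cell line | input = cell density 1000 per well | dosing = compound 20 µM once, DMSO 1% | timing = compound 90 min 25 °C, reagent 1 h | measured by = luminescence from split beta-galactosidase complementation, Galacton Star/Emerald II substrate | read-out basis = APJ agonist activity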
* = called active by the depositor; nt = no result given. Not a hit list. Share with any hit: about 7.2%.

SMILES	tim23-1 inh	beta cell repl	NR3A LBD binder	TIM10 inh	MPTP block	NLRP3 yeast inh	APJ antag	tim10-1 inh	APJ ag
O=C(NN=C1C2CC3CC1CC(Cl)(C3)C2)c1cccs1	2	1	-1	8	0.5	-6	-3	9	-4
Cc1ccc(C(=O)C2=C(O)C(=O)N(CCCN3CCOCC3)C23C(=O)N(C)c2ccccc23)o1 (stereo not given)	6	-1	2	-5	-1.9	9	-9	6	-4
Cn1c(Cl)c(/C=N/OC(=O)c2ccc(Cl)cc2)c2ccccc21	10	-1	-18	4	-3.5	7	-4	-2	3
N#Cc1c(-c2ccccc2Cl)cc(C2CC2)nc1N	16	1	3	24	-0.1	12	7	38	1
O=C(CCN1C(=O)c2cccc3cccc(c23)C1=O)NCC1CCCO1 (stereo not given)	0	1	1	-8	2.5	-2	10	14	0
CC1(C)CC(=O)C2=C(C1)Nc1[nH]c(=S)[nH]c(=O)c1C2c1ccccc1 (stereo not given)	-11	-2	-1	0	-14	17	15	7	-3
CCOc1cc(-c2c(C)c(CC)nc(N)c2C#N)ccc1O	21	0	-9	8	3.3	14	14	25	-1
CCCCn1c(SCC(=O)NCCc2ccc(OC)c(OC)c2)nc2c1c(=O)n(C)c(=O)n2C	11	-3	-1	-4	-2.1	11	15	8	-2
COC(=O)[C@H]1[C@H]2C[C@@H]3c4[nH]c5cc(OC)ccc5c4CCN3C[C@H]2C[C@@H](OC(=O)c2ccc(N)cc2)[C@@H]1OC	0	-5	-1	13	1.1	3	-38	10	2
CN(CC(=O)Nc1sccc1C#N)Cc1ccccc1	8	1	1	-2	1.7	14	-9	18	-1
Cc1cccn2c(=O)c3cc(C(=O)NC4CCCCC4)c(=N)n(Cc4ccc(F)cc4)c3nc12	21	-7	-16	5	1.6	7	27	42*	-4
CCOc1cc(CNc2ccc(N(C)C)cc2)cc(Br)c1OCC(=O)NC(C)(C)C	21	-6	-1	7	-0.5	31	-48	19	1
C/C(Cl)=C\Cn1c(N2CCCCCC2)nc2c1c(=O)n(C)c(=O)n2C	-4	3	-1	32	-0.7	-13	9	24	-1
CCOc1ccc(CN2CCN(Cc3[nH]c4ccc(OC)cc4c3C)CC2CCO)cc1 (stereo not given)	14	-4	-2	-1	1.8	18	2	25	0
Cc1ccccc1CSc1nnc(-c2ccncc2)n1C	10	1	-1	6	0.2	-4	4	13	-3
O=C(CSc1n[nH]c(=O)[nH]c1=O)c1ccccc1	-9	0	-1	-22	-0.6	4	-18	-39	2
COc1ccc(C(=O)Nc2ccc(OC)c(OC)c2)cc1	13	-4	-3	-3	-0.9	-3	3	17	3
O=C(COC(=O)c1ccccc1O)Nc1cccc2ccccc12	-6	-2	-2	-7	0.4	8	12	-3	-1
Cc1cccc(C(=O)Nc2cccc(C(=O)NC3CCCC3)c2)c1	19	5	0	6	-0.4	-6	-3	20	-2
CCOC(=O)C1C(c2ccc(O)c(O)c2)NC(=S)NC1(O)C(F)(F)F (stereo not given)	11	0	-4	-8	-0.5	8	0	1	0
C=CCn1c(CCNC(=O)c2cccs2)nnc1SCC(=O)Nc1cccc(C(C)=O)c1	-6	-4	-1	-7	-1.2	-19	-5	8	-1
Cc1cc(O)c(CN2CCN(S(=O)(=O)c3cccs3)CC2)cc1C(C)C	28	-7	-4	13	-1.1	10	-4	8	-4
CCOC(=O)c1nc(NCc2cccnc2)c2ccccc2n1	4	-2	2	-6	3.4	18	-17	4	0
CC(C)NC(=O)C(=O)NCC(c1ccc2c(c1)OCO2)N1CCOCC1 (stereo not given)	7	0	2	-1	-1.1	5	-15	9	-5
Cc1cccc(N2CCN(C(=S)Nc3ccc4nc5n(c(=O)c4c3)CCCCC5)CC2)c1C	12	-3	-6	18	-0.7	14	7	15	4
O=C1CC(c2ccccc2)n2nc(N3C(=O)CCC3=O)nc2N1 (stereo not given)	12	-2	1	-3	-0.8	6	-1	14	1
COCCOC(=O)c1c(NC(=O)CN2CCCc3ccccc32)sc(C(N)=O)c1C	9	0	-1	9	0.9	4	3	16	-3
Cc1cccc(NC(=O)C2CCN(C(=O)N3CCOc4ccccc43)CC2)c1C	-8	-3	-1	-4	-2.0	-2	12	-23	-3
CCCCNC(=S)N/N=C1\C(=O)c2cccc3cccc1c23	0	1	-9	6	10	-3	15	21	-6
Cc1nc(Nc2cccc(Cl)c2)c2oc3ccccc3c2n1	43	-6	36*	33	-0.5	13	10	32	0
CN(C)c1nc(NC(C)(C)C)nc(SCC(=O)Nc2ccccc2)n1	26	-2	-4	10	2.5	16	11	24	0
Cc1c(NC2(C#N)CCCCC2)c(=O)n(-c2ccccc2)n1C	10	-4	-1	5	0.3	-8	-16	3	1
Clc1ccc(-c2cc(COc3ccccc3)on2)cc1	7	-2	0	-4	-1.7	17	-2	-2	0
Cn1nc(C(=O)N2CCN(c3cccc(Cl)c3)CC2)c2c1-c1ccccc1S(=O)(=O)C2	29	-1	2	13	-1.6	3	-6	40	5
Cc1ccc(NNC2CC(=O)N(c3cccc(Cl)c3)C2=O)cc1 (stereo not given)	31	-4	-5	15	-1.3	23	15	6	-2
COc1ccccc1N(CC(=O)NC1CCCC1)C(=O)CCCC(=O)Nc1ccccn1	5	-2	0	6	0.1	4	-4	13	-1
Cn1c(=O)nc2n(Cc3ccccc3)c3cccc(Cl)c3cc-2c1=O	34	0	7	10	-0.4	22	23	12	1
CCOc1ccc(NC(=S)N(CC)Cc2ccccc2)cc1	19	0	nt	0	nt	16	-6	-1	-3
O=C(O)C1CC(O)CN1C(=O)c1ccco1 (stereo not given)	1	1	-1	-15	2.2	-7	-18	11	-6
O=C(c1c[nH]c(C(=O)C(Cl)(Cl)Cl)c1)c1ccc(F)cc1F	22	-2	3	1	0.1	0	7	7	-4

Just APJ ag and APJ antag, for two of the compounds above:
Molecule,APJ ag,APJ antag
CCOc1cc(-c2c(C)c(CC)nc(N)c2C#N)ccc1O,-1,14
CCCCn1c(SCC(=O)NCCc2ccc(OC)c(OC)c2)nc2c1c(=O)n(C)c(=O)n2C,-2,15

Ordered by length of the SMILES (high to low): some entries from above
SMILES	tim23-1 inh	beta cell repl	NR3A LBD binder	TIM10 inh	MPTP block	NLRP3 yeast inh	APJ antag	tim10-1 inh	APJ ag
COCCOC(=O)c1c(NC(=O)CN2CCCc3ccccc32)sc(C(N)=O)c1C	9	0	-1	9	0.9	4	3	16	-3
CC(C)NC(=O)C(=O)NCC(c1ccc2c(c1)OCO2)N1CCOCC1 (stereo not given)	7	0	2	-1	-1.1	5	-15	9	-5
Cc1nc(Nc2cccc(Cl)c2)c2oc3ccccc3c2n1	43	-6	36*	33	-0.5	13	10	32	0

Other compounds follow:
SMILES	tim23-1 inh	beta cell repl	NR3A LBD binder	TIM10 inh	MPTP block	NLRP3 yeast inh	APJ antag	tim10-1 inh	APJ ag
CCO/C=C1\N=C(c2ccc(F)cc2)OC1=O	16	-2	0	-2	-1.8	6	8	-13	-1
CCn1c(SCC(=O)Nc2ccc(Br)cn2)nnc1C1CC1	-12	-2	-1	-4	-0.9	16	8	-5	6
O=C1CCCC/C1=C/Nc1ccc2c(c1)OCO2	6	-1	1	8	1.0	-18	-5	4	0
NC(=O)CSc1oc(-c2ccco2)nc1S(=O)(=O)c1ccc(Cl)cc1	-2	0	-2	10	1.1	21	17	11	0
CC(C)NC(=O)Nc1cccc2c1O[C@H](CN(C)S(=O)(=O)c1ccc(F)cc1)[C@@H](C)CN([C@H](C)CO)C2=O	6	1	0	12	-1.3	-2	10	5	-4
COc1ccc(C(=O)NCc2nnc(SCC(=O)N3CCCCC3)o2)cc1OC	8	0	-2	-10	-1.6	-15	17	2	9
CC(=O)c1cccc(NC(=O)CCc2nnc3ccc(N4CCOCC4)nn23)c1	-7	0	0	4	2.2	7	3	-10	2
COc1ccc(OCc2nnc(SCC(=O)N(C)Cc3ccccc3)n2N)cc1	2	0	2	2	-3.9	-1	-12	2	-3
CC1CCCN(c2sc(S(C)(=O)=O)nc2S(=O)(=O)c2ccc(Cl)cc2)C1 (stereo not given)	29	-5	2	21	0.3	2	13	16	-1
O=[N+]([O-])c1c(NCCCO)cc(SCc2ccco2)c2nonc12	-14	1	-5	-10	-2.8	19	10	0	1
COC(=O)CCC(=O)OC1(C)C(=O)C=C2C=C(C3CC3)N(Cc3ccco3)C=C2C1=O (stereo not given)	5	6	-1	1	-0.7	10	-58	-12	25
O=C(NC1CCN(C(=O)Nc2ccccc2Cl)CC1)c1cccc(F)c1	10	0	-2	-12	-0.5	12	13	17	0
COc1cc(/C=C/c2nc3ccccc3c(=O)[nH]2)cc(OC)c1OC	19	-2	0	15	0.3	-2	13	12	-3
COc1ccc(S(=O)(=O)NCC2CCC(C(=O)O)CC2)cc1 (stereo not given)	14	0	-2	7	-0.2	3	-2	-14	-5
Cc1cc(C)n(C(=O)c2nn(C)c(C)c2[N+](=O)[O-])n1	6	2	-1	-11	-0.7	12	-1	9	-1
CC(NC(=S)Nc1ccc(S(N)(=O)=O)cc1)c1ccc2c(c1)OCO2 (stereo not given)	12	-2	-3	-1	0.2	5	-13	2	-1
CCN(c1ccccc1)S(=O)(=O)c1cc(C(=O)Nc2cccc(Cl)c2)ccc1F	19	-6	15*	-6	95*	25	-7	18	-3
Cc1cnc(NC(=O)CSc2nnc(C)n2N)s1	2	-3	-8	4	0.7	9	-9	-8	-2
O=C(Cn1ccc2ccccc2c1=O)NCCC(=O)N1CCN(C2CCCCC2)CC1	-6	-2	1	8	0.4	-1	8	7	-2
O=C(NN1CCOCC1)c1ccccc1NS(=O)(=O)c1ccc(F)cc1F	-3	1	0	1	0.3	19	-3	3	-3
C=CCCC(=O)N1CCCC(C(=O)c2cccc(OC)c2)C1 (stereo not given)	1	-5	-1	0	0.7	19	-9	-1	1
CC(C)c1ccc(S(=O)(=O)N2CCN(C(=O)n3ccnc3)CC2)cc1	12	3	0	6	1.0	12	12	18	-3
CC1(C)c2ccccc2N2CC(=O)N(CC(N)=O)C21C (stereo not given)	-1	-2	1	-10	5.7	8	5	-11	2
Nc1nonc1C(=O)NCCNC(=O)c1ccc(Cl)c(Cl)c1	-5	-1	-3	17	5.6	5	10	-10	-4
CCN(CC)c1ccc2cc(C(N)=O)/c(=N\NC(=O)c3ccncc3)oc2c1	7	1	3	16	nt	11	7	8	-2
O=Nc1c(O)n(Cc2cccc(C(F)(F)F)c2)c2ccccc12	10	-4	-11	25	8.4	19	-1	23	-5
COc1ccc(C(C(=O)NC2CCCC2)N(C(=O)c2ccco2)c2ccccc2C(C)=O)cc1OC (stereo not given)	4	-3	1	6	-0.4	20	29	-2	0
O=C1NC(=O)c2cc(Br)cc3cccc1c23	-8	1	1	-12	-1.7	15	9	-11	-1
O=C(Nc1ccc2c(c1)CCC2)c1cccc(S(=O)(=O)Nc2ccccc2Cl)c1	36	-3	15*	17	42	2	-6	20	-2
Cc1ccc(NC(=O)/C(=C/C=C/c2ccccc2)NC(=O)c2ccccc2)cc1	20	-1	-2	-1	3.6	16	-22	14	-1
CC(=O)N(CN1C(=O)c2ccccc2C1=O)c1ccc2c(c1)oc1ccccc12	36	0	2	19	-2.7	11	4	18	1
O=C(NCCc1ccccc1)c1ncn[nH]1	27	-3	0	-7	-1.4	-5	1	4	0
CCCC(=O)N1CCN(c2ccc(NC(=O)c3sc4ccccc4c3Cl)cc2)CC1	0	-1	8	-9	0.8	4	-12	4	-5
